# p53ts 39C kill: p53ts cell cytotoxicity, nonpermissive temperature. H1299-p53A138V viability at 39C, ATP luminescence, 24 h. Potency, µM (series often up to 46.1 µM), for the others: at the highest dose activity change, negative = cell killing, actives largely listed as cytotoxic. hit rate 1.5% among 130,000. AID 902; further: nearly all actives have a fitted effect of over 55% in size
# Imprint erasure: inducers of genomic imprint erasure in mouse ES cells; mouse ES Peg3-LacZ reporter, beta-gal luminescence, 40 h; hit rate 0.02% among 110,000; Potency, µM (top dose mostly 60.7 µM), for inactives: at the highest dose activity change, positive = activation, actives largely listed as activators;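 further: 0% = negative control wells on the plate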
#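 Imprint erasure is scored as LacZ activity from the silenced maternal Peg3 allele in feeder-free female ES cells cultured 40 h with LIF. Luminescence is normalized to in-plate negative controls and fitted to the Hill equation.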
# p53ts 32C kill: p53ts cell cytotoxicity, permissive temperature | H1299-p53A138V at 32C, ATP luminescence viability, 24 h | Potency, µM (series often up to 46.1 µM), for the others: top-dose activity change, negative = cytotoxicity, actives largely listed as cytotoxic | hit rate 0.93% among 130,000 | AID 924;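 further: 0% = DMSO and -100% = full killing by reference compound; nearly all actives have a fitted effect of over 55% in size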
#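 Cells: H1299 p53ts (A138V), 600/well, pre-incubated 16–30 h at 37C. Cpd up to 46 uM, 24 h, 32C. Readout: ATPlite luminescence, 20 min RT. Normalization: DMSO vs tamoxifen 100 uM. AC50 by Hill equation.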
# IkB sig inh: suppresses IkB signaling in ABC-DLBCL reporter cells; ABC-DLBCL IkBa-CBG/CBR dual luciferase ratio, 4 h; response scale: scaled: untreated 0%, proteasome inhibitor 100%; Potency, µM (titrated, usually from 57.1 µM), inactives show at the top dose IkBa stabilization activation; AID 445; hit rate 0.04% among 110,000; active means well fitted curve in the direction sought with a large enough effect in the signal ratio, not every such curve was filed as active; inconclusive means small, poorly fitted or top-dose-only effect, or a change in a side signal; the % refers to the signal ratio;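 further: the direction sought is a rising ratio; 0% = basal untreated cells and 100% = reference inhibitor full response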
#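 In this assay, an IκBα–CBG68 fusion accumulates when IKK-driven degradation is blocked; native CBR normalizes for cell number. OCI-Ly3 cells were treated 4 h with compound and doxycycline, then green and red light read after Chroma-Glo addition.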
# An asterisk follows results filed as active; ? = inconclusive; . = no result given; [ ] = dose if it differs, or a comment. Unless noted, the call rests on the fitted dose curve; in most records, active means well fitted curve in the direction sought with a large enough effect; inconclusive means small, poorly fitted or top-dose-only effect, or another doubt; inactive means no such curve, though single readings can be large; an effect the other way counts as inactive or inconclusive. Unless noted, on the % scale 0 is the no-effect control and ±100 the full control effect; potency means the concentration at half of the fitted maximal effect.
SMILES,p53ts 39C kill,Imprint erasure,p53ts 32C kill,IkB sig inh
O=C(O)Cc1coc(-c2ccc(F)cc2)n1,-2%,-18%,2%,-0.6%
COCCn1nnnc1C(c1cccc(OC)c1OC)N1CCN(C2CCCCC2)CC1 (stereo not drawn),-2%,-11%,3%,2.2%
CCCN(CCC)CC(O)Cn1cc(/C=C/C(=O)c2ccc(OC)cc2)c2ccccc21 (stereo not drawn),10µM*,-4%[10.9 µM],?,?
COc1cccc(CN2CCN(C(=O)c3ccco3)CC2)c1OC,-5%,-8%,-1%,-2.2%
c1ccc(OCc2nn3c(Cn4nnc5ccccc54)nnc3s2)cc1,14%,-14%,1%,7.3%
CC(=O)Nc1ccc(S(=O)(=O)N2CCN(C34CC5CC(CC(C5)C3)C4)CC2)cc1,-1%,-4%,-3%,-0.1%
Cc1oc(-c2ccccc2)cc1C(=O)Nc1cccc(C(=O)O)c1,22%,-26%,6%,-6.7%
CCc1nc(SCc2ccc(C(=O)OC)o2)c2c(=O)n(C)c(=O)n(C)c2n1,1%,-8%,4%,-0.1%
CCS(=O)(=O)N1CCc2cc(C(=O)NCc3ccccc3)ccc21,16%,-17%[10.9 µM],-1%,-0.2%
CCC1=C2CC[C@H]3C(=O)N(CC(=O)OC)C(=O)[C@H]3[C@H]2[C@@]2(Cc3ccccc3)C(=NCCOC)OC(=O)N2C1=O,-10%,0%,0%,.
Cc1cc(C)c(Cn2c3ccccc3c3cnn(CC(=O)NCCc4ccccc4)c(=O)c32)c(C)c1,-26%,-11%[10.9 µM],4%,1.2%
COc1ccc(-c2nnc(SCC(=O)Nc3ccc(Cl)cc3)s2)cc1,-38%,14%[10.9 µM],3%,4.8%
C=C(C)C(O)/C=C/c1ccccc1OC (stereo not drawn),-1%[9.22 µM],.,2%[9.22 µM],.
Cc1occc1-c1nnc(SCC(=O)NCCc2ccccc2)n1Cc1ccccc1,4%,-8%,6%,?
CCn1c2c(c(=O)n3ncc(C(=O)N4CCN(c5ccc(Cl)cc5)CC4)c13)CN(Cc1ccc(OC)cc1)CC2,-23%,-14%[10.9 µM],6%,?
CC(NC(=O)C1CC2CCCC(C1)C2=O)c1ccccc1 (stereo not drawn),18%,5%,9%,1.0%
COc1ccc(N(C)S(=O)(=O)c2cccc(C(=O)Nc3ccc(-n4cnnn4)cc3)c2)cc1,-29%,-16%,1%,?
O=C1Cn2c(nc3ccccc32)-c2ccccc2N1,-1%,-10%,3%,8.9%
Cc1ccccc1Cn1c(=O)n(CCCC(=O)NCc2ccco2)c(=O)c2ccccc21,-12%,-7%,-16%,0.4%
Cc1cccc(CSc2nc(-c3cccs3)ccc2C#N)c1,-4%,-9%[10.9 µM],-11%,-3.3%

# Reformatted: entries from further up.
# The line under a structure holds: p53ts 39C kill	Imprint erasure	p53ts 32C kill	IkB sig inh
Cc1oc(-c2ccccc2)cc1C(=O)Nc1cccc(C(=O)O)c1
→ 22%	-26%	6%	-6.7%
CCc1nc(SCc2ccc(C(=O)OC)o2)c2c(=O)n(C)c(=O)n(C)c2n1
→ 1%	-8%	4%	-0.1%

# Going on with the list:
SMILES,p53ts 39C kill,Imprint erasure,p53ts 32C kill,IkB sig inh
O=S(=O)(Cc1ccc(Cl)cc1)Nc1ccc2c(c1)OCO2,3%,2%,8%,2.3%
O=C(NC(=O)c1ccc(F)cc1)Nc1ccc(-c2cc(C(F)(F)F)nn2-c2ccccc2)cc1,-1%,-5%[10.9 µM],-5%,-1.7%
Cc1onc(-c2ccccc2Cl)c1C(=O)NCc1cccs1,0%,-23%,-5%,-0.5%
COc1cccc(Cn2c(CNC(=O)c3cc([N+](=O)[O-])ccc3Cl)nc3cccnc32)c1,-13%,-3%[10.9 µM],3%,-2.1%
CCOC(=O)c1nn(-c2c(C)n(C)n(-c3ccccc3)c2=O)cc1O,3%,7%,12%,0.6%
CCCc1cc(=O)[nH]c(SCc2nc(-c3ccccc3F)no2)n1,-19%,11%[10.9 µM],22%,1.0%
Cc1ccccc1-c1coc2cc(O)ccc2c1=O,7%,-6%,15%,2.7%
CC(=O)OCCN(Cc1ccccc1)Cc1ccc2c(c1)OCO2,-3%,-11%,-1%,1.5%
CC(C)OC(=O)c1ccc(Cn2nnc3sc4c(c3c2=O)CCCC4)cc1,11%,-4%[10.9 µM],11%,?
O=C(O)CN(Cc1ccccc1)S(=O)(=O)c1ccc(F)cc1,4%,-5%,9%,-1.4%
Cc1cc(C)cc(NC(=O)CCc2c(C)nn(-c3ccc(N4CCCC4)nn3)c2C)c1,-24%,11%[10.9 µM],1%,?
COc1ccc(C(Cl)=C(c2ccc(OC)cc2)c2ccc(OC)cc2)cc1,-9%,-5%,14%[1.84 µM],3.3%
Cc1ccccc1Cn1ccc(NC(=O)c2nc3ncccn3n2)n1,6%,-12%,-2%,-0.4%
O=C(NCCCN1CCCCCC1)c1ccc(CS(=O)(=O)Cc2ccccc2F)o1,-4%,-14%,-6%,0.8%
CCOc1ccc(S(=O)(=O)N2CCN(S(=O)(=O)c3ccc(OCC)cc3)C(C)C2)cc1 (stereo not drawn),21%,-6%,8%,0.0%
CCOC(=O)c1cnc2ccc(OC)cc2c1Nc1ccc(OCc2ccccc2Cl)cc1,-12%,-20%[10.9 µM],2%,6.8%
COc1cc(NC(=O)C2CCN(c3nnc(C)c4c(C)n(-c5ccccc5)nc34)CC2)cc(OC)c1,-10%,2%[10.9 µM],0%,?
CCC(=O)/C=C/C1C(C)=CCCC1(C)C (stereo not drawn),11%,-3%,3%[1.84 µM],1.8%
COc1ccc(Oc2ncc3nc(-c4cc(F)cc(F)c4)c(=O)n(C4CC4)c3n2)cc1,-15%,-8%,4%,3.3%[11.4 µM]
CCOc1ccccc1Oc1cn[nH]c1-c1ccc(OC)cc1O,7%,-24%,28%,?

# Quoted at random: three entries already listed
SMILES,p53ts 39C kill,Imprint erasure,p53ts 32C kill,IkB sig inh
Cc1ccccc1-c1coc2cc(O)ccc2c1=O,7%,-6%,15%,2.7%
O=S(=O)(Cc1ccc(Cl)cc1)Nc1ccc2c(c1)OCO2,3%,2%,8%,2.3%
Cc1cc(C)cc(NC(=O)CCc2c(C)nn(-c3ccc(N4CCCC4)nn3)c2C)c1,-24%,11%[10.9 µM],1%,?

# Other structures
SMILES,p53ts 39C kill,Imprint erasure,p53ts 32C kill,IkB sig inh
O=S(=O)(NC1CCCCC1NS(=O)(=O)c1ccc(F)cc1)c1ccc(F)cc1 (stereo not drawn),4%,-16%,6%,-2.0%
CCOC(=O)c1nc(Nc2ccc(OC)cc2)c2ccccc2n1,?,11%[10.9 µM],-7%,?
N#Cc1ccc(COc2ccc(CCO)cc2-n2nc3ccccc3n2)cc1,-14%,-16%,-4%,?
Cc1c(CCNC(=O)c2ccc(C(F)(F)F)cc2)sc2nc(-c3ccc(F)cc3)nn12,-19%,6%[10.9 µM],6%,?
CCOc1cc(CNn2cnnc2)cc(Br)c1OCC(=O)NC1CCCCC1,-2%,.,5%,.
Cc1c(NC(=O)C(C)OC(=O)c2c3c(nc4ccccc24)CCC3)c(=O)n(-c2ccccc2)n1C (stereo not drawn),3%,.,19%,.
O=C(c1ccc(COc2c(F)c(F)c(F)c(F)c2F)o1)N1CCOCC1,-4%,-23%,-2%,5.0%
CCOC(=O)c1ccc(NC(=O)CN(c2ccc(C)cc2)S(=O)(=O)c2c(C)noc2C)cc1,-16%,-9%[10.9 µM],3%,?
Cc1cccc(-c2nc(CN3CCCC(C(=O)N4CCN(c5cc(Cl)ccc5C)CC4)C3)c(C)o2)c1 (stereo not drawn),?,-9%[10.9 µM],-25%,?
Cc1ccc(O)c(NC(=O)c2cc(-c3ccc(F)cc3)no2)c1,-19%,-3%[10.9 µM],10%,?
O=S(=O)(c1ccc(Cl)cc1)c1nc(-c2ccccc2Br)oc1N1CCOCC1,6%,-9%[10.9 µM],-8%,?
CCOC(=O)C1(C(C)(C)CC)CC(CSc2nc3ccccc3[nH]2)OC1=O (stereo not drawn),9%,.,-3%,.
COc1ccc(-n2c(=O)c3c(c4cc(OC)ccc4n3C)n(Cc3ccc(F)cc3Cl)c2=O)cc1,-11%,12%[10.9 µM],-4%,-0.7%
CC(=O)Nc1ccc(S(=O)(=O)NC2(C(F)(F)F)NC(=O)N(C3CCCC3)C2=O)cc1 (stereo not drawn),4%,-10%,13%,-4.0%
O=C(NCc1cccs1)C1CCCN(S(=O)(=O)c2cccs2)C1 (stereo not drawn),-18%,-5%,-17%,0.2%
CCOc1ccc(NC(=O)Cn2cnc3nc4c(cc3c2=O)CCCC4)cc1,-21%,-2%[10.9 µM],-5%,-0.3%
COCCCNC(=O)CCCn1c(=O)c2cccn2c2cccnc21,20%,-5%[10.9 µM],2%,-1.8%
O=C(Nc1cccc(O)c1)N1CCOCC1,-3%,.,-16%,.
O=C1c2ccccc2S(=O)(=O)N1CC(O)Cn1c2ccccc2c2ccccc21 (stereo not drawn),-8%,-7%,9%,?
O=C(CCC1CCCC1)N1CCc2c([nH]c3ccccc23)C1c1ccc(Cl)cc1 (stereo not drawn),-7%,6%[10.9 µM],-26%,-0.8%
FC(F)(F)c1ccc2c(c1)nc1n2CCCC1,2%,-11%,7%,-2.4%
O=C1NCCCC1C(=O)N1CCN(C(=O)C2CCCNC2=O)CC1 (stereo not drawn),7%,-5%,-3%,2.0%
CCC(=O)OCc1cc2cccc(C)c2[nH]c1=O,6%,3%,5%,-1.2%
Clc1ccc2oc(-c3ccccc3)nc2c1,-10%,.,-7%,.
Cc1cc(C(=O)N2CCc3ccccc32)n(-c2ccccc2)n1,-4%,-20%,9%,0.4%
CCOc1ccc(Oc2nc(NCC(C)C)nc(N(C)C)n2)nn1,5%,-22%,0%,1.9%
COC(=O)c1[nH]c2c(c1C)C(=O)CC(c1ccccc1)C2 (stereo not drawn),4%,-22%,5%,0.6%
CCC(Oc1ccc(F)cc1)C(=O)Nc1nc(-c2ccc(F)cc2)ns1 (stereo not drawn),-26%,-10%[10.9 µM],0%,?
O=C(CSc1ncnc2c1oc1ccccc12)N1CCCc2ccccc21,0%,-7%,8%,?
Oc1c(C(c2ccco2)N2CCN(C(c3ccccc3)c3ccccc3)CC2)sc2ncnn12 (stereo not drawn),7%,-18%,3%,?
O=C(CSc1nnc(-c2cccs2)n1-c1ccccc1)NCC1CCCO1 (stereo not drawn),-4%,-71%[inhibitor],-6%,12%
Cc1noc(C)c1S(=O)(=O)N1CCC(C(=O)N2CCN(c3ccc(F)cc3)CC2)CC1,-4%,0%,1%,-0.3%
COc1cc(OC)c(Nc2nc3ccc(C)cc3n3nnnc23)cc1Cl,24%,-3%[10.9 µM],3%,?
Cc1ccc(-n2nnnc2SC(C)C(=O)Nc2ccc(Cl)cn2)cc1 (stereo not drawn),-21%,-15%,-4%,?
O=C(NCc1ccco1)c1sc2cc(Cl)ccc2c1Cl,8%,.,4%,.
CCOc1ccccc1N(CC)C(=O)c1ccc2c(=O)n3c(nc2c1)CCCCC3,-1%,2%[10.9 µM],1%,-0.6%
Fc1ccc(NCc2ccccc2-c2nnc(-c3ccccc3Cl)o2)cc1,-26%,18%[10.9 µM],4%,0.6%
COc1ccc(C(c2c(O)ccc3ccccc23)N2CCOCC2)c(OC)c1 (stereo not drawn),?,-48%[inhibitor],?,?
O=C(NCCN1CCOCC1)c1cc2sccc2n1Cc1ccc(F)cc1,-20%,.,10%,.
CC1CCN(CCCNC(=O)c2cc(Sc3ccc(F)cc3)nc3ccccc23)CC1,-30%,-14%[10.9 µM],-4%,0.5%
COc1ccc(-c2nn(C)c3sc(C(=O)NCc4ccco4)cc23)cc1OC,4%,9%,0%,0.5%
CCCCN(CCCNC(=O)c1cc(Nc2cccc(SC)c2)nc2ccccc12)Cc1ccccc1,4.5µM*,-31%[inhibitor][10.9 µM],-16%,?
Cc1ccccc1OCC(=O)Nc1ccc2c(c1)OCO2,-19%,-12%,-23%,1.1%

# Source: PubChem BioAssay (National Center for Advancing Translational Sciences (NCATS))
